All columns: NCI-60 one-dose screen, growth in % after 48 h at 10 µM unless noted; 100 = growth as untreated, 0 = no growth, -100 = all killed.
UACC-257 = UACC-257 melanoma | AID 1794764 | 4.4% of 78,000 active
MALME-3M = MALME-3M melanoma; 5.8% of 78,000 active; AID 1794766
UACC-62 = UACC-62 melanoma | AID 1794756 | 5.4% of 81,000 active
SK-MEL-28 = SK-MEL-28 melanoma | 4.1% of 81,000 active | AID 1794761
LOX IMVI = LOX IMVI melanoma; 7.4% of 79,000 active
MDA-MB-435 = MDA-MB-435 melanoma; 7.8% of 82,000 active; AID 1794794
SK-MEL-5 = SK-MEL-5 melanoma. 6.4% of 80,000 active
SK-MEL-2 = SK-MEL-2 melanoma; 4.7% of 77,000 active
Numbers without * were called inactive; / = no result given; & = joins results of further samples. Rule for the calls: active = growth percent below 10; inactive = the rest.

SMILES | UACC-257 | MALME-3M | UACC-62 | SK-MEL-28 | LOX IMVI | MDA-MB-435 | SK-MEL-5 | SK-MEL-2
CCc1c(C)c2ccc(O)c(-c3cc(-c4ccccc4)c(C#N)c(=O)[nH]3)c2oc1=O | 122.5 | 106.6 | 77.3 | 107.3 | 93.1 | 114.1 | 94.7 | 117.0
CCN(CC)CCSc1nc(-c2ccccc2)c(C#N)c(=O)[nH]1 | 111.3 | 140.5 | 108.3 | 110.2 | 99.9 | 102.7 | 85.1 | 97.0
CNC(=O)c1cccc(N2CCc3c2ccc(NC(=O)Nc2ccc(N4CCN(C)CC4)c(C(F)(F)F)c2)c3F)c1 | -35.0* | -96.3* | 88.9 | -93.5* | -100.0* | -96.1* | -100.0* | -53.2*
COc1ccc(NC(=O)c2ccc(Nc3ncnc4[nH]c(C)c(C)c34)cc2)cc1 | 101.5 | 114.1 | 99.6 | 101.8 | 104.5 | 108.3 | 98.6 | 99.2
O=[N+]([O-])c1ccccc1C(O)Cc1ccccn1 (configuration not stated) | 106.7 | / | 88.1 | 124.0 | 109.8 | / | 110.9 | 100.6
CCC(C)(C)NC(N)=O | / | 97.8 | 98.7 | 108.9 | 94.5 | 100.1 | 97.4 | 113.7
O=c1c(-c2nc3ccccc3s2)cc2c(n1NS(=O)(=O)c1ccc(Cl)cc1)CCCC2 | 99.1 | 82.1 | 85.4 | 108.3 | 92.7 | 99.2 | 94.5 | 95.8
Cc1cc(C)c2nc(N3CCC(C(=O)NCCCN4CCC(N5CCCCC5)CC4)CC3)sc2c1 | 101.4 | 104.9 | 91.8 | 106.5 | / | 105.8 | 101.1 | 112.2
N#C/C(=C\NC(=S)NCc1ccccc1)c1nc2ccccc2s1 | 109.8 | / | 75.6 | 112.7 | 86.9 | 112.5 | 90.4 | 102.7
COc1ccc(C(=O)c2sc3nc(-c4cccnc4)cc(-c4ccc(OC)c(OC)c4)c3c2N)cc1 | 115.7 | 64.1 | 105.1 | 111.9 | 80.1 | 113.3 | 83.3 | 117.9
COc1ccc(-c2nn(-c3cccc(Cl)c3)cc2C2C(C#N)=C(N)Oc3[nH]c(=S)[nH]c(=O)c32)cc1 (configuration not stated) | 101.2 | 116.1 | 82.2 | 102.0 | 83.8 | 101.0 | 96.0 | 153.3
Cc1cccc(C)c1NC(=O)Cn1c2ccc(Cl)cc2c2ccc([C@H](C)C(=O)O)cc21 | 100.0 | 87.3 | 81.8 | 89.6 | 88.9 | 86.7 | 89.6 | 96.4
O=c1c(=O)n(CCO)n(CCO)c(=O)n1CCO | 99.6 | / | 112.9 | 112.7 | 106.6 | 105.2 | 106.4 | 92.4
C[N+](C)(C)c1ncnc2nc[nH]c12 | 91.5 | / | 90.4 | 108.1 | 90.4 | 95.3 | 85.4 | 75.8
NC1=NC(c2ccc(N3CCCCC3)cc2)n2c(nc3ccccc32)N1 (configuration not stated) | 93.0 | 115.5 | 84.1 | 99.2 | 95.2 | 106.5 | 95.5 | 96.2
O=C(O)C(Cc1ccccc1)N1C(=O)/C(=C/c2ccncc2)SC1=S (configuration not stated) | 97.6 | 108.2 | 95.3 | 111.5 | 98.6 | 99.8 | 96.8 | 107.9
CCOc1ccc(C(=O)OCCNCC(C)C)cc1N | 94.6 | 94.8 | 100.6 | 107.0 | 102.4 | 102.8 | 104.3 | 93.6
C=CCc1c(C)nc(NC(C)=O)[nH]c1=O | 98.7 | 107.7 | 109.2 | 103.9 | 95.9 | 107.6 | 102.2 | 108.1
O=Cc1cc(I)c(O)c(I)c1 | 117.3 | 104.5 | 101.1 | 108.8 | 108.8 | 115.9 | 113.0 | 111.7
Cc1cccc(C(=O)O)n1 | 105.5 | 110.7 | 101.3 | 123.4 | 101.0 | 95.8 | 98.3 | /
C=C(C(=O)c1ccccc1)C(NC(C)(C)C)c1ccccc1 (configuration not stated) | -15.3* | / | 0.1* | 9.1* | -82.2* | 7.6* | -25.6* | -13.9*
CCc1nn2c(-c3ccc(Cl)cc3)c(-c3cc(OC)c(OC)c(OC)c3)nc2s1 | 99.8 | 107.8 | 66.0 | 100.8 | 102.3 | 85.5 | 80.4 | 79.9
Cc1cc2nc(-c3c(N)ncc(C#N)c3-c3ccc(O)cc3)[nH]c2cc1C | 103.9 | 108.9 | 100.3 | 112.1 | 108.4 | 97.0 | 98.3 | 108.0
CN1C(=O)N(C)C2C1NN=c1s/c(=C\c3ccc(C(F)(F)F)cc3)c(=O)n12 (configuration not stated) | 44.6 | 56.0 | 26.7 | 60.4 | 36.6 | -52.1* | 4.4* | 47.7
NC(=S)N/N=C/c1ccc(Cl)cc1Cl | 69.8 | 107.7 | 85.6 | 97.4 | 91.7 | 71.8 | 92.3 | /
CCCC(C(O)CC)[N+](=O)[O-] (configuration not stated) | 102.4 | 108.0 | 100.7 | 99.6 | 102.0 | 106.7 | 100.9 | 120.6
NC(=O)c1cc(O)c(Br)c(O)c1 | 105.7 | / | 102.7 | 111.8 | 101.8 | 101.5 | 105.7 | 105.3
O=c1[nH]c2ccccc2c(=O)n1CCCN1CCN(c2cccc(Cl)c2)CC1 | 103.7 | 130.4 | 92.5 | 105.7 | 112.0 | 106.7 | 104.8 | 106.5
Cc1cc([N+](=O)[O-])c(C)cc1C(=O)O | 105.2 | 101.6 | 100.3 | 110.3 | 103.5 | 102.3 | / | 113.7
ONc1nc(NO)c2[nH]cnc2n1 | 104.8 | 90.8 | / | 91.0 | 26.0 | 75.7 | 101.5 | 96.0
CCOC(=O)c1c(Nc2ccccc2)nn2c(-c3ccccc3)ccnc12 | 112.2 | 105.4 | 87.7 | 100.7 | 83.0 | 96.1 | 78.5 | /
COc1ccc(-c2c(C#N)c(O)[nH]c(=O)c2C#N)cc1 | / | 90.9 | 94.0 | 107.4 | 95.1 | 107.7 | 99.9 | 101.5
CN(C)Cc1cc(C(C)(C)C)cc(N2CCOCC2)c1O | 101.8 | 96.5 | 89.7 | 123.0 | 102.9 | 116.0 | 98.2 | 101.3
CCOC(=O)c1sc2nc(-c3cccc(OC)c3)nc(N3CCOCC3)c2c1C | 115.0 | 117.2 | 75.6 | 101.4 | 94.0 | 96.9 | 85.5 | 93.2
CCN(CC)CC(O)CNc1c(C)cccc1C (configuration not stated) | 104.3 | 86.1 | 102.5 | 112.3 | 98.2 | 107.7 | 101.4 | 104.4
COC(=O)[C@H](C)NC(=O)CNC(=O)c1cccc2c(=O)c3ccccc3[nH]c12 | 110.7 | 103.5 | 95.3 | 105.1 | 104.8 | 105.3 | 99.6 | 107.1
c1cc2c3c(ccc4c3c1CCC4)CCC2 | 98.4 | 104.8 | 100.1 | 95.7 | 102.4 | 105.6 | 104.8 | 98.9
COc1ccc2c(c1)C(=O)/C(=C/c1ccc([N+](=O)[O-])s1)O2 | -1.0* | -46.3* | -48.0* | -33.9* | -24.9* | -70.4* | -13.5* | -49.1*
Nc1cc2c(O)cc(S(=O)(=O)O)cc2cc1S(=O)(=O)O | 105.9&94.4 | 89.3&94.1 | 81.3&93.1 | 98.9&113.6 | 87.2&92.3 | 93.1&102.0 | 98.2&97.8 | 102.9
COc1ccccc1/C=N\O | / | 91.6 | 100.7 | 107.6 | 93.7 | 104.5 | 100.6 | 100.9
COc1cc(C(=O)C(O)c2ccc(O)c(OC)c2)ccc1O (configuration not stated) | 96.7 | 138.8 | 110.9 | 113.2 | 98.2 | 117.6 | 105.5 | 103.2
O=C1SC(=O)c2ccccc21 | 104.0 | 96.8 | 102.8 | 110.6 | 96.8 | 112.9 | / | 116.6
CC(=N/O)/C(C)=N\O | 103.6 | 110.8 | 99.8 | 113.4 | 98.7 | 105.7 | 101.1 | /
O=c1[nH]ccc(=S)[nH]1 | 81.3 | 107.0 | 93.5 | 107.4 | 96.9 | 105.9 | 103.3 | 89.5
COc1ccc(/C=N/NCc2nc3ccccc3c(=O)[nH]2)cc1 | 95.9 | 94.9 | 86.7 | 101.9 | 91.4 | 98.5 | 97.0 | 100.9
Nc1cc2c3c(cccc3c1)C(=O)N(CCN1CCCC1)C2=O | 51.3 | 41.5 | 26.6 | 62.3 | 11.9 | 48.7 | 9.4* | 60.2
COc1ccc2c(c1)/C(=C(\C#N)C(=O)c1ccccc1)C(=O)N2 | 104.3 | 105.4 | 90.4 | 113.6 | 103.7 | 109.4 | 94.2 | 114.8
COc1ccc2c(c1)CC[C@@H]1[C@@H]2CC[C@]2(C)C(=O)CC[C@@H]12 | 89.0 | 104.3 | 92.4 | 105.5 | 96.7 | 93.4 | 108.1 | 113.4
COc1cc2oc(-c3cccc(C(=O)N[C@@H](CC(C)C)C(=O)O)c3)cc(=O)c2c(OC)c1OC | 103.6 | 102.5 | 96.7 | 104.9 | 102.1 | 100.3 | 99.1 | 106.6
N#Cc1c(-c2ccc(Br)cc2)cc(-c2cc(=O)oc3ccc(Cl)cc23)c(C#N)c1N | 69.2 | 84.0 | 64.2 | 82.4 | 81.5 | 82.9 | 93.5 | 66.4

Reprinted at random: 6 compounds from above
SMILES | UACC-257 | MALME-3M | UACC-62 | SK-MEL-28 | LOX IMVI | MDA-MB-435 | SK-MEL-5 | SK-MEL-2
COc1ccc2c(c1)C(=O)/C(=C/c1ccc([N+](=O)[O-])s1)O2 | -1.0* | -46.3* | -48.0* | -33.9* | -24.9* | -70.4* | -13.5* | -49.1*
CCOC(=O)c1sc2nc(-c3cccc(OC)c3)nc(N3CCOCC3)c2c1C | 115.0 | 117.2 | 75.6 | 101.4 | 94.0 | 96.9 | 85.5 | 93.2
COc1ccccc1/C=N\O | / | 91.6 | 100.7 | 107.6 | 93.7 | 104.5 | 100.6 | 100.9
CCOc1ccc(C(=O)OCCNCC(C)C)cc1N | 94.6 | 94.8 | 100.6 | 107.0 | 102.4 | 102.8 | 104.3 | 93.6
COc1ccc(-c2nn(-c3cccc(Cl)c3)cc2C2C(C#N)=C(N)Oc3[nH]c(=S)[nH]c(=O)c32)cc1 (configuration not stated) | 101.2 | 116.1 | 82.2 | 102.0 | 83.8 | 101.0 | 96.0 | 153.3
CCCC(C(O)CC)[N+](=O)[O-] (configuration not stated) | 102.4 | 108.0 | 100.7 | 99.6 | 102.0 | 106.7 | 100.9 | 120.6

More results follow:
SMILES | UACC-257 | MALME-3M | UACC-62 | SK-MEL-28 | LOX IMVI | MDA-MB-435 | SK-MEL-5 | SK-MEL-2
CC(=O)OCC1OC(OC2C(COC(C)=O)OC(OCCC[S-])C(OC(C)=O)C2OC(C)=O)C(OC(C)=O)C(OC(C)=O)C1OC(C)=O.[Au+].c1ccc(CN2[CH-]N(Cc3ccccc3)C(c3ccccc3)=C2c2ccccc2)cc1 (configuration not stated) | 12.5 | -8.9* | 13.4 | 28.4 | 11.3 | 18.9 | -12.6* | 13.4
O=C(NS(=O)(=O)c1ccc2ccccc2c1)n1ccc2cccnc21 | 95.4 | 99.5 | 106.5 | 113.9 | 89.1 | 100.5 | 98.0 | 113.1
Cc1cc(O)c(C(C)C)cc1NC(=O)Nc1ccc([N+](=O)[O-])cc1 | 89.6&99.3 | 98.8&101.1 | 80.3&84.8 | 110.3&111.8 | 96.4&102.5 | 93.1&101.8 | 102.4 | 102.9&103.1
COc1cc(-c2c(-c3ccccc3)c[nH]c2C(=O)O)cc(OC)c1OC | 103.7 | 97.1 | 98.1 | 107.0 | 99.5 | 103.0 | 100.5 | 107.7
CC(=O)Nc1cc(S(=O)(=O)O)cc2cc(S(=O)(=O)O)c(N=Nc3ccccc3)c(O)c12 | 94.5&115.1 | 99.4&109.8 | 92.2&107.9 | 116.2&118.8 | 98.7&102.8 | 112.1&107.6 | 99.4 | 88.7&115.5
Brc1cccc(/C=N/Nc2nc(N/N=C/c3cccc(Br)c3)nc(N3CCOCC3)n2)c1 | 35.9 | -54.0* | 56.0 | 17.1 | 5.2* | 33.4 | 20.7 | 2.6*
CC12CCC3C4(C)COC(c5ccccc5F)OC4CCC3(C)C1CC(C1=CCOC1=O)O2 (configuration not stated) | 77.0 | 102.5 | 70.4 | 106.0 | 91.7 | 84.2 | 55.7 | 103.9
Cc1ccc(-c2nc(NCCO)nc(N)c2C#N)cc1 | 95.5 | 108.8 | 88.8 | 108.8 | 93.0 | 103.2 | 99.6 | 101.9
O=C1c2cccc3cccc(c23)C(=O)N1N1C(=O)c2cccc3c(N4CCOCC4)ccc(c23)C1=O | 96.7 | 78.8 | 90.5 | 102.2 | 90.2 | 101.7 | 100.8 | 106.7
CCCCCCC1(C)NCCO1 (configuration not stated) | 99.0 | 104.8 | 86.7 | 109.6 | 102.5 | 109.4 | 112.3 | 109.4
COc1cc(-c2nn(C(C)(C)C)cc2-c2ccnc(NCCCNS(=O)(=O)c3ccc(Br)cc3)n2)ccc1F | 106.3 | 124.5 | 79.9 | 101.1 | 73.5 | 87.8 | 75.3 | 100.3
Clc1ccccc1[C@@H]1C[C@@H]2Cc3cc(Br)c4ccccc4c3N1O2 | 47.4 | / | 24.4 | 47.5 | 37.0 | -32.0* | 30.2 | /
Nc1c(C(=O)Nc2ccc3c(c2)OCCO3)sc2nc3c(cc12)C(=O)CCC3 | 104.4 | 107.1 | 94.9 | 109.3 | 102.8 | 100.5 | 99.9 | 105.1
Clc1ccc(Nc2nc(Cl)nc(NC3CCCC3)n2)cc1 | 99.5 | 115.4 | 90.7 | 115.3 | 89.5 | 95.2 | 92.9 | 106.0
